CHO-K1 Ca antag – M1 antagonist counterscreen hit in parental CHO-K1 cells | 360,000 tested, 0.6% active | ATP-induced calcium, Fluo-8 fluorescence | inhibition, % at 3 µM | AID 602250;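 active = inhibition above a per-plate cutoff, the plate's mean sample inhibition plus 3 SD, cut at about 24% in these data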;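 also: 0% = DMSO plus EC80 ATP and 100% = DMSO alone without ATP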
M1 PAM parental – nonselective calcium activators in parental CHO-K1 cells, primary screen, counter-screen for M1 PAM project, cell-based, Fluo-8 calcium fluorescence, full deck, 1536-well. activation, % at 3 µM. ATP EC20; 0% at ATP EC20, 100% at ATP max. 360,000 tested, 0.02% active. AID 602247, 2012;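 active = activation above the run cutoff, the mean activation of all test compounds plus 3 SD, cut at about 40% in these data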;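 also: peak over basal fluorescence ratio in a 140 s read after ATP addition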
TAAR1 agonist – human TAAR1 agonists, primary screen, Fluo-8 calcium fluorescence, CHO RD-HGA16 cells | Trace amine-associated receptor 1 (Homo sapiens), Q96RJ0 | vehicle wells 0%, saturating PEA agonist 100% | activation, % at 3 µM | 360,000 tested, 0.99% active;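 active = activation above the mean activation of all test compounds in the run plus 3 SD, cut at about 38% in these data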
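Signal – calcium-sensitive Fluo-8 signal, excitation 470-495, emission 515-575 nm · System – RD-HGA16 (CHO) cells co-expressing Gα16 and hTAAR1 · Incubation – 17-24 h seeding, 75 min 37 °C dye, 30 min RT · Compound dosing – 3 µM single concentration · Repeats – no replicates (n 1)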
CHO-K1 Ca ag – counter-screen for M1 agonists: effect in parental CHO-K1 cells. Fluo-8 calcium fluorescence; scaled to maximal ATP response, vehicle zero. activation, % at 3 µM. 360,000 tested, 0.48% active; in the data active = activation above about 15%;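 also: untransfected CHO-K1 host cells lacking M1 receptor as counterscreen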
CHO parental Ca – ATP-evoked calcium signal inhibitors, parental CHO, primary screen, counter-screen for OX1R antagonist project, cell-based, fluorescence, Fluo-8 calcium dye; parental CHO-K1, ATP-induced calcium, Fluo-8 fluorescence; inhibition, % at 5.6 µM; 330,000 tested, 0.63% active; AID 463079, 2010;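 active = inhibition above that plate's mean sample inhibition plus 3 SD, cut at about 26% in these data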;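 also: 0% = ATP-challenged DMSO wells and 100% = DMSO wells without ATP; some compounds past the cut are filed as inactive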
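Test system: parental CHO cells; detection: calcium-sensitive Fluo-8 fluorescence; evaluation: percent inhibition of calcium signal; also added: ATP as calcium-mobilizing challenge; repeats: one well per compound; control set: ATP-challenged DMSO wells low, unchallenged DMSO wells high; compound: single nominal dose of 5.6 µM per compound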
TAAR1 antag – human TAAR1 antagonists, primary screen, Fluo-8 calcium fluorescence, CHO RD-HGA16 cells | inhibition, % at 3 µM | 360,000 tested, 1.5% active | Trace amine-associated receptor 1 (Homo sapiens), Q96RJ0 | antagonist;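 active = inhibition above a per-plate cutoff, the mean inhibition of test compounds on that plate plus 3 SD, cut at about 49% in these data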;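 also: 0% = DMSO plus EC80 beta-PEA response and 100% = DMSO alone without agonist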
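Test system: hTAAR1-expressing CHO RD-HGA16 cells, Gα16-coupled; Probe or stimulus: EC80 β-phenethylamine stimulus; Compound dosing: single nominal final test compound concentration of 3 µM; Timing: 140 s kinetic read after compound, 140 s after agonist; Signal: Fluo-8 calcium-sensitive fluorescence; Measure: % inhibition of agonist calcium response; Controls: DMSO and EC80 PEA controls.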
CHRM1 agonist – human M1 muscarinic receptor agonists, primary screen, Fluo-8 calcium fluorescence, CHO-K1 cells, HTS; 360,000 tested, 0.33% active; activation, % at 3 µM; Muscarinic acetylcholine receptor M1 (Homo sapiens), P11229; CHO-K1 hM1, agonist mode; 0% DMSO, 100% acetylcholine EC100;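 active = activation above the run's mean compound activation plus 3 SD, cut at about 16% in these data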;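 also: peak over basal fluorescence ratio within a 140 s kinetic read after compound addition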
Target sequence (P11229 whole entry, looked up): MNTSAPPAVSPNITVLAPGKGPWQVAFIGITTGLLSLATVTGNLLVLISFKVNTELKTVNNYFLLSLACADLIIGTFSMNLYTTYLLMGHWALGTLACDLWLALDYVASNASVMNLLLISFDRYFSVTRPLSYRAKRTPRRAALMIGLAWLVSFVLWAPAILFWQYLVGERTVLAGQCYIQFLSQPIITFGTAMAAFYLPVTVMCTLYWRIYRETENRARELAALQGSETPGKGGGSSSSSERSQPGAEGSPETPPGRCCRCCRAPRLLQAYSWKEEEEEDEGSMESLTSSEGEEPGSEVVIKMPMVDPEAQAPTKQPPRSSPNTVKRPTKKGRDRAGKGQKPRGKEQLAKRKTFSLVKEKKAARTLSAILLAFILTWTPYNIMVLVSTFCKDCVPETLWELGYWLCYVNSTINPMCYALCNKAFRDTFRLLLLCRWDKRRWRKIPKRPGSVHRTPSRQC
OXTR potentiate – human OXTR potentiators, primary screen, fluorescence, CHO-OTR cells, Fluo-8 calcium; Oxytocin receptor (Homo sapiens), P30559; Fluo-8 calcium fluorescence, potentiator mode; 0% = oxytocin EC15, 100% = EC100; activation, % at 3 µM; 320,000 tested, 0.061% active; AID 2445, 2010;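 active = activation above that plate's cutoff, the mean activation of tested compounds plus 3 SD, cut at about 6.6% in these data, passing the limit was not always enough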;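 also: 100% uses oxytocin at 75 nM as the full agonist control; some results filed as inactive read as strong as hits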
Target sequence (P30559 whole entry, looked up): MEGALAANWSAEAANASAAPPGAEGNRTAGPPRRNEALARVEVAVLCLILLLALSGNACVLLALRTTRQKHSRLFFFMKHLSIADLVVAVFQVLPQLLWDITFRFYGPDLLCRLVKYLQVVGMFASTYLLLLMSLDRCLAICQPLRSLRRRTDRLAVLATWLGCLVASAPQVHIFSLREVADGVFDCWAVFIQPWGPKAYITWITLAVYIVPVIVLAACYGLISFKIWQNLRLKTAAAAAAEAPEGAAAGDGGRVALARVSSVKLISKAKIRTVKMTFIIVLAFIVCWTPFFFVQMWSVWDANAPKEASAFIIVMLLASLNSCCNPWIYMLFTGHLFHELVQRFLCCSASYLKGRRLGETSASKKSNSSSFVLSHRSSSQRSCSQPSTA
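Dosing: Single dose, 3.0 µM nominal final compound concentration | Material: Human OTR in CHO cells | Technique: Kinetic Fluo-8 calcium fluorescence | Benchmarks: EC15 oxytocin alone as 0%, 75 nM oxytocin as 100% | Probe or stimulus: Oxytocin at about EC15, sub-maximal agonist stimulus | Incubation: Compound 6 min at room temperature before oxytocin, 100 s read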
V1R ag counter – agonists of human V1a receptor, primary screen, counter-screen for OXTR agonist project, fluorescence, CHO-V1R cells. Vasopressin V1a receptor (Homo sapiens), P37288. Fluo-8 calcium fluorescence, agonist mode; 0% DMSO, 100% 3 nM vasopressin. activation, % at 3 µM. 320,000 tested, 0.25% active. AID 2797, 2010;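 active = activation above the mean activation of all tested compounds plus 3 SD, per screening run, cut at about 20% in these data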;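 also: signal is peak over basal fluorescence ratio across a 100 second FLIPR read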
The depositor's hits bear a star; · = not tested or not shown.

Every second line gives: CHO-K1 Ca antag, M1 PAM parental, TAAR1 agonist, CHO-K1 Ca ag, CHO parental Ca, TAAR1 antag, CHRM1 agonist, OXTR potentiate, V1R ag counter
Cc1cc(/C=C2\C(=N)N3C(SCc4ccccc4)=NSC3=NC2=O)c(C)n1Cc1ccccc1
  -4, 15, 6, 3.4, -2, 6, -4, -7, -0.3
Cc1ccc(C2CC(c3ccc(Br)cc3)=NN2C(=O)CSC2=NN3CCCC(=O)N=C3S2)cc1 (centres undefined)
  -9, -1, 0, 0.6, -14, -4, 0, -6, 0.0
CN(C)c1cccc(C(=O)Nc2cc(C(F)(F)F)ccc2-n2cnc3ccccc32)c1
  6, -10, 0, 0.0, -26, 5, -5, -7, -1.1
Cc1ccc(SC(C)C(=O)Nc2c(C)n(C)n(-c3ccccc3)c2=O)cc1 (centres undefined)
  -1, 1, 2, -0.1, -18, 2, -5, 0, -1.1
CNc1nc(N)c(C(=O)C(C)(C)C)s1
  -28, 13, 8, 0.6, -8, -3, -2, -2, -0.7
COC(=O)Cn1ncc2c(C)n(Cc3ccccc3)c(C)c2c1=O
  7, 2, 3, 0.8, 2, -26, 3, -5, 1.1
O=C(c1cc2cc(Cl)ccc2oc1=O)N1CCCCCCC1
  -5, 11, 7, 0.3, 3, -1, -2, -2, 1.4
COc1ccc(NC(=O)Nc2ccc3c(c2)OCO3)c(C)c1
  0, -4, 0, 0.3, 0, -21, 0, -4, 2.4
CCOc1cccc(N2C(=O)CC(N(CCc3ccc(OC)c(OC)c3)C(=O)CC)C2=O)c1 (centres undefined)
  -5, 18, 18, 0.1, -20, -4, -4, 4, 0.4
O=C(c1cc2cc(F)ccc2[nH]1)N1CCc2ccccc2C1
  -2, 9, 4, -0.2, -37, -9, -1, -10, -0.8
C=CCNC(=O)COc1coc(CN2CCN(Cc3ccccc3)CC2)cc1=O
  -3, 17, 3, 6.5, 0, -7, -5, -8, -0.7
Cc1ccc(NC(=O)CN2C(=O)N/C(=C/c3cccn3-c3ccc(C(=O)O)cc3)C2=O)cc1
  -2, 11, -1, -0.1, 2, 7, -3, -10, -0.2
COC(=O)c1sccc1NC(=O)COc1ccc(F)cc1Cl
  -9, 1, 10, 0.5, 0, 19, -1, -2, -0.5
CN1CCN(S(=O)(=O)c2cccc(C(=O)Nc3sc4c(c3C(N)=O)CCCC4)c2)CC1
  -23, 23, 0, 0.5, -9, 8, -5, -3, -0.9
CCn1c(SC(C)C(=O)Nc2ccc3c(c2)OCCO3)nnc1C1CC1 (centres undefined)
  -1, 7, 4, 0.5, -10, 8, -2, -2, 0.7
CCOC(=O)c1c(NC(=O)CSc2ncn[nH]2)sc(C)c1C
  -3, 12, 5, -0.3, -23, -15, 0, -8, 0.7
OC(CN1CCCCC1)Cn1c2ccccc2c2ccccc21 (centres undefined)
  -9, -6, 1, 1.8, -15, 10, -10, -6, 4.2
CCN1CCN(C(=S)Nc2ccc(Cl)cc2Cl)CC1
  1, 4, 3, 0.0, -3, 9, -4, -9, 2.2
O=C(Nc1nnc(C(F)(F)F)s1)c1cccnc1
  -31, 12, 11, 4.4, -7, -2, 6, -4, 2.5
S=C(Nc1cccc(Cl)c1Cl)N1CCC2(CC1)OCCO2
  -5, 4, 9, 1.1, -13, -7, -4, -8, -0.7
Cc1cc(C(=O)NC2CCCCCCC2)ccc1[N+](=O)[O-]
  6, -28, -4, 0.3, -15, 13, -5, -16, -1.9
NC(=O)C1CCCN(CC(=O)Nc2ccccc2C(=O)NC2CC2)C1 (centres undefined)
  -19, 5, 0, 0.5, -7, 0, -2, -1, 0.5
Cc1ccc(Nc2nc(N)nc(CN3CCCCCC3)n2)cc1
  -8, 18, 0, 0.1, -18, 0, -7, -7, 0.0
Cc1ncc(CO)c(/C=N/NC(=S)Nc2ccc(C(C)C)cc2)c1O
  -10, 15, -1, 0.7, -13, -12, -5, -2, -0.5
Cc1cccc(OC(C)C(=O)N2CCN(Cc3ccc4c(c3)OCO4)CC2)c1 (centres undefined)
  10, -18, 5, 1.1, -3, -8, -2, -8, 2.4
COc1ccc(C(=O)Nn2c(C)nnc2-n2nc(C)cc2C)cc1OC
  -5, 13, 1, 0.1, 3, -6, -4, 2, 1.0
CCc1[nH]nc2c1C(c1ccncc1)C(C#N)=C(N)O2 (centres undefined)
  -12, -1, 5, 0.3, -5, 10, -3, -5, 0.6
CCOc1ccc2[nH]c(=O)c(CN(CCO)C(=O)c3ccccc3F)cc2c1
  4, 4, 1, 0.1, -11, 4, -1, -2, 0.2
CC(=NNC(=O)c1cc(C)nc2ccccc12)c1ccc(N2CCOCC2)cc1
  -10, 6, 2, 0.5, -7, 2, -4, -2, 2.8
O=C1C(=O)N(CCCn2ccnc2)C(c2cccc(Br)c2)/C1=C(\O)c1ccc2c(c1)OCCO2 (centres undefined)
  -12, 14, 0, -0.3, -14, -3, -3, -7, 1.3
Cc1ccc2nc(NC(=O)c3ccc(N4C(=O)CCC4=O)cc3)sc2c1
  -1, 2, 0, 0.0, 4, -11, -2, -6, 1.2
Cc1ccc(CNC(=O)c2cccc(OCc3c(C)noc3C)c2)cc1
  -10, 18, 3, 0.3, -32, 5, -2, -4, 0.8
O=[N+]([O-])c1c(NCc2ccco2)ncnc1NCc1ccco1
  -4, -8, 0, -0.8, ·, 2, -4, ·, ·
COC(=O)CSc1nc2cc(OC)ccc2cc1C#N
  -5, 2, 4, 0.7, -12, 0, -5, -8, -0.1
CC(C)CNc1oc(-c2ccc(F)cc2)nc1C#N
  7, -3, -2, 0.1, -3, 24, -1, 5, 0.0
COc1ccccc1NC(=O)c1cc2cc(Br)ccc2oc1=N
  3, -12, 2, 0.0, ·, -4, 2, ·, ·
Cc1noc(C(=O)NCc2ccc(F)cc2)c1Cl
  -6, 21, 1, 0.4, -7, -8, -3, -7, -1.0
CC1CCCC(C)N1C(=O)c1cc(-c2ccc(Cl)c(Cl)c2)on1 (centres undefined)
  -5, 17, 6, -0.1, -23, 9, -3, -10, -0.5
COc1ccc(-c2cn(CCC(=O)O)c(-c3ccncc3)n2)cc1
  -10, 12, 5, -0.1, -4, 8, -3, -5, 1.2
CCCC(=O)Nc1nc(-c2ccccc2)c(CC)s1
  16, -17, 6, -0.2, 4, 2, -13, -15, -1.6
CCOC(=O)c1c(NC(=O)COc2cccc3c2CCN(CC)C3=O)sc2c1CCC2
  13, -4, 1, -0.8, -21, -22, -3, -6, -0.3
OC(c1ccco1)c1nc(-c2ccc(F)c(Cl)c2)cs1 (centres undefined)
  -12, 2, -1, 1.2, ·, -5, 0, ·, ·
CN1CCN(Cc2coc3c(Cl)cc(Cl)cc3c2=O)CC1
  4, 0, 3, -0.1, 2, -21, -6, -4, 0.0
Cc1n[nH]c(C)c1CCOc1ccc(C(C)C)cc1
  -4, 0, 19, 1.0, -4, 16, -3, -16, 2.9
COCCNC(=O)C(=O)Nc1cc2c3c(c1)CCC(=O)N3CCC2
  -1, 9, 3, 1.4, 5, 10, -2, -7, -0.4
O=C(Cc1cccc2ccccc12)NC(NC(=S)Nc1ccccc1Cl)C(Cl)(Cl)Cl (centres undefined)
  2, 15, 14, 7.8, -1, 13, 0, -11, 3.5
Cc1ccc2cc(NC(=O)c3cccc(F)c3)ccc2n1
  -1, 7, 3, 0.7, -11, -3, 1, 1, 1.2
NC(=O)C1CCN(C(=O)C2CC(=O)N(Cc3ccccc3)C2)CC1 (centres undefined)
  -15, 11, 0, 1.0, 4, -19, -2, -2, 0.3
CC(c1ccccc1)N1CC(C(=O)Nc2ccc(F)cc2)CC1=O (centres undefined)
  -13, 21, 3, 1.6, -11, 15, -2, -4, 0.8
Cc1c(Br)c(C(N)=O)nn1C
  -40, 25, 7, 0.3, 1, -1, -2, 5, 1.1
Cc1noc(C)c1COc1ccc(C(=O)NCCc2ccccn2)cc1
  -11, 13, 7, 2.8, 0, 5, -6, -17, -0.1
NC(=O)C(c1ccc(Br)cc1)c1ccc(C(=O)c2ccccc2)cc1 (centres undefined)
  -5, 13, 24, 4.5, 2, 35, 3, -22, 11
CCOc1ccc(C(CC(=O)O)n2cnnn2)cc1OC (centres undefined)
  0, 15, 12, -0.4, -6, 15, -3, 0, 0.8
O=C(CCN1C(=O)/C(=C\c2ccc(F)cc2)SC1=S)Nc1ccc(O)cc1
  -8, 5, 1, 1.9, -15, 1, 0, -7, 3.7
COCCN(C(=S)Nc1ccccc1OC)C1CCN(C(C)=O)CC1
  8, -1, 2, -0.3, -3, 8, -5, -3, 0.1
CCSc1ccccc1C(=O)Nc1cc(C)on1
  -5, 5, 4, 0.3, 0, 0, -2, -1, 0.1
C=CCOC(=O)C1=C(C)Nc2nc3ccccc3n2C1c1ccncc1 (centres undefined)
  -9, 20, 6, 1.6, -26, -8, -4, -1, -1.0
CCOC(=O)CSc1nc2sc3c(c2c(=O)[nH]1)CC(C)(C)OC3
  0, 11, 2, 0.6, -10, -11, -6, -8, -0.1
Cc1cccc(C)c1-n1c(C)nn(CCOc2ccccc2)c1=O
  -18, 3, 6, 1.4, -12, -20, -6, -5, -0.2
CC(=O)Nc1ccc(C(=O)CSc2ncn(-c3ccccc3)n2)cc1
  3, 9, 11, 1.2, -14, 17, -3, -13, 1.2

New compounds follow.
Every second line gives: CHO-K1 Ca antag, M1 PAM parental, TAAR1 agonist, CHO-K1 Ca ag, CHO parental Ca, TAAR1 antag, CHRM1 agonist, OXTR potentiate, V1R ag counter
CC(=O)NC(Cc1ccccc1)C(=O)NC1CCN(c2ncccc2[N+](=O)[O-])CC1 (centres undefined)
  -17, 24, 3, 0.4, -11, -22, -7, 4, -0.2
COc1ccccc1OCCNC(=O)c1cc([N+](=O)[O-])cc([N+](=O)[O-])c1
  -13, 15, 10, 0.1, -19, 9, -2, -10, 0.1
Oc1c(Br)cc(Br)cc1CNc1cnc2ccccc2c1
  9, -4, 3, 1.6, -5, 28, 1, -5, 2.0
CCCCN(C(=O)C(C)Oc1cccc(Cl)c1)c1c(N)n(CCC)c(=O)[nH]c1=O (centres undefined)
  17, 2, 3, 12, -10, -12, -3, -1, 0.4
